# Source: PubChem
# RBX1-CUL1 inh: human ROC1-CUL1 E3 ligase inhibition; P62877+Q13616; in vitro K48 di-Ub FRET, acceptor:donor ratio, 45 min; inhibition, % at 10 µM; 140,000 compounds, 0.6% hits; AID 1347404; in the data active = inhibition above about 25%
# Target sequence (P62877 whole entry, looked up): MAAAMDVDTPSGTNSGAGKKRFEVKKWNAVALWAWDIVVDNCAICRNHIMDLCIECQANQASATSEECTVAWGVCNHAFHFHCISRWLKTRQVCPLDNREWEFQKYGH
# Target sequence (Q13616 whole entry, looked up): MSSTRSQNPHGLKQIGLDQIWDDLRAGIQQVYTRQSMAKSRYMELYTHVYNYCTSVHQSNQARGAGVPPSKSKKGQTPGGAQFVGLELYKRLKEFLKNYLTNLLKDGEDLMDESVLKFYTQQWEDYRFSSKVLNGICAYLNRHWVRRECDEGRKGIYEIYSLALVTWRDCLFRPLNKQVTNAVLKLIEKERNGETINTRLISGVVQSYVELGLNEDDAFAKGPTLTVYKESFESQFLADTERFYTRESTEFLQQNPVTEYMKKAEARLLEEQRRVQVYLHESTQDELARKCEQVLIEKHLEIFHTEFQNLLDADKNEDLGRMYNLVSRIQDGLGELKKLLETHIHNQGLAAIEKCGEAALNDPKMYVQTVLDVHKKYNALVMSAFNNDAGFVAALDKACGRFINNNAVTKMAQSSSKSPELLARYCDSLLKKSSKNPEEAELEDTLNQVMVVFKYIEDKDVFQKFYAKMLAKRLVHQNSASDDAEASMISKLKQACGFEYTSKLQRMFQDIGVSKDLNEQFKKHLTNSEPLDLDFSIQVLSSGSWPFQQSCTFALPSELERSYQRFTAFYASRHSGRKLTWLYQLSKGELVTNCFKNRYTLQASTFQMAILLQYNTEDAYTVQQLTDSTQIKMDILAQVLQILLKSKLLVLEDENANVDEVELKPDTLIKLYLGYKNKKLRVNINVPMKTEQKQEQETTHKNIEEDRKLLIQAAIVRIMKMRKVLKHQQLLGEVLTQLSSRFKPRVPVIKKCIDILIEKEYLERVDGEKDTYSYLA
# * marks the source's active call; other numbers are inactive results. An excerpt; rates above refer to the full screens.
mol | RBX1-CUL1 inh
CCN(CC)c1ccc(/C=N/NC(=O)CSc2nnc(CNc3cccc4ccccc34)n2-c2ccccc2)cc1 | -8.1
N#CC1C(=N)Oc2n[nH]c(-c3ccc(Cl)cc3)c2C1c1ccc2ccccc2c1 (stereo unspecified) | -10.7
Cc1ccsc1/C=c1\sc2nc(-c3ccccc3)c(-c3ccccc3)n2c1=O | 2.4
Cc1nc2nc(NC(=O)c3ccc(C(C)(C)C)cc3)[nH]n2c(=O)c1Cc1ccccc1 | -4.6
CCOC(=O)Cn1c(C(C)(C)C)cn2c3c(=O)n(C)c(=O)n(C)c3nc12 | -1.0
O=C1CC(=O)N(c2ccccc2)N1c1ccccc1 | -0.3
COC(=O)c1ccccc1-n1c(C)cc(/C=C2/C(=O)NC(=S)N(c3ccc(F)cc3)C2=O)c1C | 0.7
CC(CO)(CO)NC(=O)c1ccc(Br)cc1 | 0.5
Cc1ccc(C)c(OC(=O)C(C)c2cccc(C(=O)c3ccccc3)c2)c1 (stereo unspecified) | 0.7
Cc1ccc(CNC(=O)C2CCCN(C3CCN(Cc4ccccc4)CC3)C2)o1 (stereo unspecified) | -6.9
c1ccc(-c2oc3ncn4nc(-c5ccc6ccccc6n5)nc4c3c2-c2ccccc2)cc1 | 0.6
CC(=O)Oc1ccc2nc(-c3ccccc3C)oc(=O)c2c1 | -6.0
CC1=NN(Cc2ccc(F)cc2)c2nc3c(c(=O)n(C)c(=O)n3C)n2C1 | 3.1
Cc1cc(N2CCC(C(=O)N(CC(C)C)CC(C)C)CC2)n2nc(C)c(-c3ccc(Cl)cc3)c2n1 | -3.9
CCOc1ccc(-c2nc(SCC(=O)Nc3ccc4c(c3)OCO4)c(-c3ccc(F)cc3)[nH]2)cc1 | 5.0
CCN(CC)c1ccc(/C=N\NC(=O)CSc2nc3ccccc3n2Cc2ccc(Cl)cc2)cc1 | -9.4
FC(F)(F)c1ccc2c(Sc3nc4ccccc4s3)ccnc2c1 | 1.0
COc1ccc(NC(=O)CSc2nc3nc(C)cc(C)n3n2)cc1 | -15.6
Cc1cc(Nc2cccc(C(F)(F)F)c2)nc2ccc(NC(=O)c3cncc(Br)c3)cc12 | -15.7
CN=C1CC=CC=C(C(=O)/C=C/c2cccc(C#N)c2)C1=O | 49.4*
O=C(/C=C/c1ccco1)N1CCC(CN2C(=O)c3cccc4cccc(c34)C2=O)CC1 | -0.2
Cn1cccc1CNCc1ccncc1 | 1.8
CCc1c(C)c(C#N)c2nc3ccccc3n2c1Nc1ccc(N(CC)CC)cc1 | -4.4
CCC(=O)N1c2ccc(S(=O)(=O)N3CCC(C)CC3)cc2CC1C (stereo unspecified) | 5.4
CCOc1ccc2nc(NC(=O)CSc3nnc(N)s3)sc2c1 | -8.5
COc1cccc(C(=O)Nc2ccc(-c3cn4cccnc4n3)cc2)c1OC | -2.2
COc1cccc(OC)c1C(=O)N1CCCC(N2CCN(c3ccccc3F)CC2)C1 (stereo unspecified) | -2.4
COc1ccccc1-c1c(C)oc2cc(OC(=O)N3CCOCC3)ccc2c1=O | -2.5
CC(C)c1ccc(OCC(=O)Nc2ccc(S(=O)(=O)Nc3ncccn3)cc2)cc1 | 2.9
CCc1ccc(NS(=O)(=O)c2ccc3c(c2)C(=O)C(C(=O)NC2CCCC2)C=N3)cc1 (stereo unspecified) | 10.0
CCCOc1ccc(N2CC(C(=O)N3CCC(C)CC3)CC2=O)cc1 (stereo unspecified) | 4.6
Cc1ccc(C(O)(C(=O)N/N=C/c2ccco2)c2ccc(C)cc2)cc1 | -4.5
O=C(NCC(c1ccc2c(c1)OCO2)N1CCOCC1)c1cccc(Cl)c1 (stereo unspecified) | 5.4
Cc1ccc(Nc2c(-c3cccnc3)nc3ccc(Cl)cn23)cc1 | 5.2
Cc1ccc(OC(=S)Nc2ccc(O)cc2)cc1 | -3.8
Cc1ccc(-n2nnnc2-c2cnn(-c3ccc(F)cc3)c2C(F)(F)F)cc1 | 4.5
CN1CCC(=C2c3cc(Cl)ccc3SCC2(C)C)CC1 | 5.8
Cc1ccc(N2C(=O)/C(=C/c3ccccc3)NC2=NC2CCCCC2)cc1 | 9.4
COc1cc2c(cc1NC(=O)COc1ccc(Br)cc1C)oc1ccccc12 | -3.1
Cc1cccc(C(=O)NC2(C(F)(F)F)C(=O)N=C3C2C(=O)NC(=O)N3c2ccc(Cl)cc2)c1 (stereo unspecified) | 10.6
O=C1C(=Cc2cc(-c3ccccc3)n(-c3ccc(Cl)cc3)c2-c2ccccc2)C(=O)N(c2ccccc2)C(=S)N1c1ccccc1 | -3.6
N#Cc1cc2n(c1N)-c1ccccc1C2=O | 4.4
Fc1cccc(C2NN=C(c3ccccc3)S2)c1 (stereo unspecified) | -1.6
CC1(C)CC(=O)c2sc(NC(=O)CSc3nnc(SCC(=O)Nc4nc5c(s4)C(=O)CC(C)(C)C5)s3)nc2C1 | -10.5
Cc1ccc(C(C)(C)NC(=O)C2CCC(=O)N(CCN(C)C)C2)cc1 (stereo unspecified) | -4.1
O=c1cc(N2CCCCC2)cnn1Cc1cc(F)c(F)cc1F | -8.5
COC(=O)CCN(c1ccccc1)C(CNS(=O)(=O)c1ccccc1)c1ccccc1 (stereo unspecified) | -14.3
CC(C)CCN(C)c1ccc(/C=C2/C(=O)NN(c3ccc(Br)cc3)C2=O)cc1 | -0.2
COc1ccc(NC(=O)Cc2noc3c(C)cccc23)cc1 | -7.4
CCN(CC)C(=O)CSc1nnc2ccc3ccccc3n12 | -3.7
Cc1ccc(-c2nc(CS(=O)(=O)CC(=O)NCc3ccccc3Cl)c(C)o2)cc1 | -3.1
O=c1[nH]c(=O)n(CC2CCCO2)c2nccc(-c3ccccc3Cl)c12 (stereo unspecified) | 10.9
CCCCC1=NN2C(=N)/C(=C/c3cc(C)n(-c4cccc(F)c4)c3C)C(=O)N=C2S1 | -3.8
CCc1ccc(CN(Cc2ccco2)C(=O)COc2ccccc2Cl)cc1 | 4.3
COc1ccc(CNC(=O)c2ccc3c(c2)N(Cc2ccccc2F)C(=O)c2ccccc2S3(=O)=O)cc1 | -9.4
COC(=O)c1cc2cc(C#N)oc2n1C | 8.0

# Retrieved by compound from above:
mol | RBX1-CUL1 inh
COc1ccc(CNC(=O)c2ccc3c(c2)N(Cc2ccccc2F)C(=O)c2ccccc2S3(=O)=O)cc1 | -9.4
CCN(CC)C(=O)CSc1nnc2ccc3ccccc3n12 | -3.7
O=c1[nH]c(=O)n(CC2CCCO2)c2nccc(-c3ccccc3Cl)c12 (stereo unspecified) | 10.9

# The list goes on:
mol | RBX1-CUL1 inh
CCCC1(c2ccncc2)CC(C)OC1=O (stereo unspecified) | -4.1
CCn1c(SCC(=O)Nc2ccc(C)cc2C)nnc1C(C)NC(=O)c1ccc(C)cc1 (stereo unspecified) | 5.7
CCOc1ccc2nc(Cl)c(C3CC(c4ccc(OC)cc4)=NN3S(C)(=O)=O)cc2c1 (stereo unspecified) | -6.9
O=C(CN1C(=O)C2CCCCC2C1=O)N1CCN(c2ccccc2)CC1 (stereo unspecified) | 10.5
CC1C(=NC(=O)CSc2nnc3c4ccccc4n(C(C)C)c3n2)C(=O)N(c2ccccc2)N1C (stereo unspecified) | 0.8
CC(=O)Nc1c(Cl)cccc1[N+](=O)[O-] | -5.2
COc1cc(OC)cc(C(=O)Nc2nnc(C(F)(F)F)s2)c1 | 9.6
CC(C)(C)c1ccc(C(=O)NCC(c2cccs2)S(=O)(=O)c2ccccc2)cc1 (stereo unspecified) | -4.1
COc1ccc(Cc2nnc(SCC(=O)Nc3ccccc3Cl)n2C)cc1 | -4.8
CCC(Oc1ccccc1OC)C(=O)NC1CCCCC1 (stereo unspecified) | 6.7
N#CCCN1c2ccccc2Sc2ccccc21 | 5.8
COc1ccccc1-c1nn(CCC(=O)Nc2ccccc2)c2nc(C)cc(C)c12 | -8.3
CCOC(=O)C1C(C)=NC(=S)C(C#N)=C1c1cccs1 (stereo unspecified) | -1.0
Cc1cc(C)c(NS(=O)(=O)c2cccc([N+](=O)[O-])c2)c(C)c1 | 8.7
Cc1ccc(-c2nn3c(C)nnc3c3ccccc23)cc1 | 0.3
Cc1cccc(-c2cc(C(=O)O)c3c(-c4ccc(F)cc4)[nH]nc3n2)c1 | 1.1
Cc1nn(Cc2ccccc2C(=O)O)c(C)c1[N+](=O)[O-] | 0.2
Cc1ccc(-n2c(SCc3nc(-c4ccc(Cl)cc4)no3)nnc2-c2ccncc2)cc1 | 6.0
CCN1CCC(NC(=O)c2cccc(Br)c2)CC1 | -6.0
CCc1cccc(C)c1NC(=O)CSc1nnc(CC)n2c1cc1occc12 | 0.4
COc1ccc(CCC(=O)NC2CCCN(C3CCCCCC3)C2)cc1 (stereo unspecified) | 2.0
CC(=O)N1CCC(N2CCCC(C(=O)NCc3ccccc3)C2)CC1 (stereo unspecified) | -5.6
Cc1sc2ncn(/N=C/c3cccs3)c(=O)c2c1-c1ccccc1 | -4.3
Cc1ccc(NC(=O)CSc2nnc(-c3cnn(-c4ccccc4)c3-n3cccc3)o2)cc1 | 5.6

# Reformatted: entries from further up
RBX1-CUL1 inh	compound
0.2	Cc1nn(Cc2ccccc2C(=O)O)c(C)c1[N+](=O)[O-]
6.0	Cc1ccc(-n2c(SCc3nc(-c4ccc(Cl)cc4)no3)nnc2-c2ccncc2)cc1
-6.0	CCN1CCC(NC(=O)c2cccc(Br)c2)CC1
0.4	CCc1cccc(C)c1NC(=O)CSc1nnc(CC)n2c1cc1occc12

# Remaining list, next part:
mol | RBX1-CUL1 inh
O=C(COC(=O)c1ccc(Br)o1)c1ccccc1 | 3.2
O=C(NC1CC(=O)N(c2ccc(Cl)cc2)C1)c1cccs1 (stereo unspecified) | 3.1
Cc1nc(CC(=O)N2CCCC(C(=O)c3ccc4ccccc4c3)C2)cs1 (stereo unspecified) | 4.7
C=CCc1cc(/C=c2/sc3n(c2=O)C(c2cccc(OC)c2OCC)C(C(=O)OCC)=C(C)N=3)cc(OC)c1O (stereo unspecified) | -11.0
COC(=O)C(C#N)C(=Nc1ccc(Cl)cc1)C(F)(F)F (stereo unspecified) | -3.1
CCn1cc(C(=O)OCC(=O)Nc2cccc(Cl)c2C)c(=O)c2ccc(C)nc21 | -4.0
CCOc1cc(CNCCO)cc(Br)c1OCc1ccc(Cl)cc1 | 1.5
COC(=O)Nc1ccc(S(=O)(=O)N2CCCCC2C(=O)O)cc1 (stereo unspecified) | 8.4
CCN(C(=O)NCc1noc2ccccc12)c1cc(C)ccc1C | -0.1
CN(C)CCCNC(=O)c1ccc(I)cc1 | -2.3
CSc1nsc(SC)c1C(=O)Nc1ccccc1I | 0.5
COc1ccc(C(=O)NCC(c2ccco2)S(=O)(=O)c2cccs2)cc1OC (stereo unspecified) | -7.8
COC(=O)c1ccc(NC(=O)C23CC4CCC2(C)C4(C)CO3)cc1 (stereo unspecified) | 6.5
CC(=O)N1CCCc2cc(S(=O)(=O)N3CCCC(C(=O)N4CCN(c5ccccc5)CC4)C3)ccc21 (stereo unspecified) | 5.3
CCOc1ccc2c(c1)c(=O)c(C(=O)c1ccc(C)cc1)cn2Cc1ccccc1OC | -1.8
COc1ccccc1NC(=O)CSc1nnc2c(n1)C1(C)CCC2C1(C)C (stereo unspecified) | 5.2
CC(C)COc1ccc(C(=O)N2CCN(CCc3ccccn3)CC2)cc1 | -2.7
CC1CN(C(=O)c2ccn(C)n2)CC(C)O1 (stereo unspecified) | -4.8
O=C(NCCn1cccn1)c1ccc(C2CCCN2C(=O)c2ccon2)s1 (stereo unspecified) | -3.0
CCC1=CC2C(=O)N(C)C1C(C(=O)O)C2C(=O)O (stereo unspecified) | -7.3
CCc1ccc(OC(=O)CSc2nnc(-c3ccc4c(c3)OCO4)o2)cc1 | -2.8
COC(=O)c1cc(NC(=O)CCS(=O)(=O)c2cc(Br)cc3c2N(C(=O)C2CC2)CC3)cc(C(=O)OC)c1 | -3.9
CCc1ccccc1N(CC(=O)NCCSCc1ccc(Cl)cc1Cl)S(=O)(=O)c1ccccc1 | -4.6
CCCCN1CC(c2nc3ccccc3n2CCCCOc2c(C)cccc2C)CC1=O (stereo unspecified) | 3.9
CC1=CC(=O)C(C(c2cccc(F)c2)N2CCC(C)CC2)C(=O)N1Cc1ccco1 (stereo unspecified) | 3.6
Cc1ccccc1Cn1cnc2nc3c(cc2c1=O)CC(C)CC3 (stereo unspecified) | -14.0
CCN1CCC(NC(=O)c2c(-c3c(F)cccc3Cl)noc2C)CC1 | 1.5
Cc1ccc(C)c(OCC(=O)Nc2cccc3cccnc23)c1 | -4.1
O=c1ccc(=O)n(-c2ccc3nnc(C(F)(F)F)n3n2)[nH]1 | -3.2
CCOc1ncnc2ccccc12 | 1.4
Cc1noc(-c2ccc(NCc3ccccc3)c([N+](=O)[O-])c2)n1 | 5.2
CCCCC1CCC(C(=O)NNS(=O)(=O)c2ccc3ccccc3c2)CC1 (stereo unspecified) | -4.3
CC1(C(=O)n2ncnc2N)CC1(Br)Br (stereo unspecified) | -7.8
c1ccc2c(c1)SC(c1ccc(C3Sc4ccccc4S3)s1)S2 | -1.7
Cc1cnc(C)c(N2C[C@H]3OC(=O)N(C4CCCC4)[C@H]3C2)n1 | 0.6
CCn1c(/C=C/c2ccc(O)cc2)nc2ccccc2c1=O | -4.0
Cc1cccc(C)c1NC(=O)CCC(=O)N1Cc2ccccc2Oc2ncccc21 | -17.6
Nc1c(-c2ccc(Cl)cc2)cnc2c(-c3ccc(Cl)cc3)cnn12 | 3.8
Cc1ccc(CN(C(=O)COc2c(C)cccc2C)C2CCS(=O)(=O)C2)o1 (stereo unspecified) | 2.3
COC(=O)c1cccc(-n2c(C)cc(/C=C3\C(=O)NC(=S)N(c4cccc(F)c4)C3=O)c2C)c1C | 3.6
Cc1ccc(-n2c(C)nc3ccsc3c2=O)cc1 | 1.2
CC(C)C(=O)N1c2nc(-c3ccco3)nn2C2(CCCCC2)[C@@H]2CCCC[C@@H]21 | -0.1
